GAA spleen mod – inhibits or activates alpha-glucosidase in human spleen homogenate; human spleen homogenate, 4-MU-alpha-glucoside fluorescence; Potency, µM (doses to about 79.9 µM), inactives show top-dose activity change, negative = inhibition, actives largely listed as inhibitors; 240,000 compounds, 0.006% hits;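 also: 0% = enzyme with vehicle and -100% = no enzyme basal signal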
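Human spleen homogenate (1 ug) with 4-methylumbelliferyl-alpha-D-glucopyranoside (1 mM final) in 50 mM citrate/phosphate pH 5.0, 0.01% Tween-20; 40 min at 37 C. Stopped at pH 10; 4-MU fluorescence Ex 365/Em 440 nm; AC50 by Hill fit.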
GAA glycogen – inhibitors or activators of human alpha-glucosidase glycogen cleavage; 300,000 compounds, 0.38% hits; recombinant GAA, glycogen substrate, Amplex Red glucose oxidase fluorescence; AID 2100; Potency, µM (doses to about 76.4 µM), without a hit: top-dose activity change, negative = inhibition, most hits filed as inhibitors; P10253;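 also: 0% = full enzyme reaction and -100% = no-enzyme basal signal; the screen sought inhibitors and activators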
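Recombinant enzyme (4 nM final) with compounds titrated up to 77 uM and bovine liver glycogen (30 ug) in citrate pH 5.0, 0.01% Tween-20, 37 C 40 min. Released glucose detected by Amplex Red/glucose oxidase (Ex 573/Em 610); AC50 from Hill fits.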
RGS12 GoLoco inh – RGS12 GoLoco-Gai1 interaction inhibition. AID 880. Gai1:RGS12 GoLoco peptide FP, rhodamine, 10 min. P63096. Potency, µM (doses to about 61.6 µM), for inactives: at the highest dose activity, negative = inhibition, most hits filed as inhibitors. 230,000 compounds, 0.44% hits; active = well fitted inhibition curve with a large enough effect, not every such curve was filed as active; inactive = no such curve, though single readings can be large or run the other way; also: % is scaled to controls: 0 for no effect and ±100 for the full control effect; nearly all actives have a fitted effect of over 30% in size; many of its hits are not listed in these tables
ALDH1A1 block – inhibitors of human aldehyde dehydrogenase 1A1; Potency, µM (doses to about 75.3 µM), inactives show at the top dose activity, negative = inhibition, hits mostly inhibitors; P00352; Purified ALDH1A1, NADH fluorescence, propionaldehyde substrate; 220,000 compounds, 7.3% hits; active = well fitted inhibition curve with a large enough effect, not every such curve was filed as active; inconclusive = small, poorly fitted or top-dose-only effect, or another doubt; inactive = no such curve, though single readings can be large or run the other way;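 also: plate controls were no enzyme wells and a reference inhibitor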
Target sequence (P00352 whole entry, looked up): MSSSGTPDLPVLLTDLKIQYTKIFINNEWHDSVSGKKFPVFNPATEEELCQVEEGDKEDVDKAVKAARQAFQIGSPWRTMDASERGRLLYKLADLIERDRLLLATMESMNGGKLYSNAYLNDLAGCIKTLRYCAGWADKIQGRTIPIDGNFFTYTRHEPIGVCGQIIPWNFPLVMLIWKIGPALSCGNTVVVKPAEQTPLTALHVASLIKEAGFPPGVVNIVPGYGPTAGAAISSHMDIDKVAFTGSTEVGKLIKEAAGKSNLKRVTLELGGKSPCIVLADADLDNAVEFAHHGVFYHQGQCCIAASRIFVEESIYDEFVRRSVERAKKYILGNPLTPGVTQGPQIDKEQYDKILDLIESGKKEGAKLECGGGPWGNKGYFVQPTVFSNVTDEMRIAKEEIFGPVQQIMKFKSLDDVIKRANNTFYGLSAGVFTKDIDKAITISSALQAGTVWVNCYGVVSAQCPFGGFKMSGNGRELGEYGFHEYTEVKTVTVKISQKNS
SMN2 splice enh – increases expression of the SMN2 splice variant; HEK293 SMN2-luciferase splicing reporter, luminescence, 30-36 h; 210,000 compounds, 2.8% hits; Potency, µM (titrated, usually from 46.1 µM), inactives show top-dose activity change, positive = activation, usual class: activators; also: % of control where 0% means no effect; nearly all actives have a fitted effect of over 55% in size
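qHTS luciferase splicing reporter: luminescence rises when SMN2 exon 7 is included in transfected HEK293 cells. Compound exposure lasted 30-36 h at 37C, with 4.5 mM final sodium butyrate as control, followed by a ONE-Glo read.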
aGal spleen mod – alpha-galactosidase A (human) modulation | P06280 | human spleen homogenate, 4MU-alpha-Gal fluorescence, 40 min | Potency, µM (series often up to 80 µM), inactives show at the highest dose activity change, negative = inhibition, usual class: inhibitors | 240,000 compounds, 0.008% hits;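 also: 0% = enzyme with vehicle and -100% = no enzyme basal signal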
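Human spleen homogenate (1 ug) was the enzyme source, with 4-methylumbelliferyl-alpha-D-galactopyranoside (1 mM final) in pH 5.0 citrate buffer with 0.01% Tween-20. Compounds were titrated; after 40 min at 37C, NaOH/glycine stop, 4-MU fluorescence read; AC50 from Hill fits.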
GAA inh – alpha-glucosidase (human) inhibition; Potency, µM (doses to about 76.9 µM), inactives show at the highest dose activity change, negative = inhibition, actives largely listed as inhibitors; AID 1466; 200,000 compounds, 0.005% hits; P10253; purified human GAA, 4-MU-alpha-glucoside fluorescence;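 also: plate controls were uninhibited enzyme wells for no effect and no-enzyme background for full effect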
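Fluorogenic assay: 4 nM human alpha-glucosidase with 400 uM 4-methylumbelliferyl-alpha-D-pyranoside in 50 mM citrate/phosphate, 0.005% Tween-20, pH 5.0, 20 min at room temperature. Compounds tested up to 77 uM; AC50 from Hill fits.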
JMJD2E inh – JMJD2E (human) inhibition | JMJD2E catalytic domain, FDH-coupled NADH fluorescence (FDH is formaldehyde dehydrogenase) | 230,000 compounds, 1.6% hits | Potency, µM (doses to about 57.1 µM), for inactives: top-dose activity change, negative = inhibition, actives largely listed as inhibitors | AID 2147; active = well fitted inhibition curve with a large enough effect, not every such curve was filed as active; inconclusive = small, poorly fitted or top-dose-only effect, or another doubt; inactive = no such curve, though single readings can be large or run the other way;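 also: 0% = wells with enzyme and -100% = buffer wells without enzyme; nearly all actives have a fitted effect of over 50% in size; many of its hits are not listed in these tables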
Target sequence (B2RXH2 1-337 limits assumed): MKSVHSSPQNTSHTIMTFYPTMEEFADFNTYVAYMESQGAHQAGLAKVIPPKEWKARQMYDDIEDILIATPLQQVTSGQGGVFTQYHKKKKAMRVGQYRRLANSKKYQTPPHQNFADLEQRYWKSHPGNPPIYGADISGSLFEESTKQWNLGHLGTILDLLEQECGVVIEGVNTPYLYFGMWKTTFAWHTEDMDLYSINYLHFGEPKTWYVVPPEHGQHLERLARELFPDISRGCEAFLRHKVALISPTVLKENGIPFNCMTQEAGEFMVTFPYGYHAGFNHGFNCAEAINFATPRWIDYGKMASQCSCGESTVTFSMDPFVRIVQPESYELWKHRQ
Starred values were filed as active, the others as inactive; u = inconclusive; x = not tested or not shown; & = joins results of further samples; ! = not active in a repeat; [ ] = dose if it differs, or a comment. Unless noted, calls follow the shape of the dose curve; as a rule, active = well fitted curve in the direction sought with a large enough effect; inconclusive = small, poorly fitted or top-dose-only effect, or another doubt; inactive = no such curve, though single readings can be large; an effect the other way counts as inactive or inconclusive. Potency is read from the fitted curve at half-maximal effect. Not all compounds are listed; rates above refer to the full screens.

no.	SMILES	GAA spleen mod	GAA glycogen	RGS12 GoLoco inh	ALDH1A1 block
1	N[C@@H](Cc1cc(I)c(O)c(I)c1)C(=O)O	0%&-3%	9%	3.2µM*!	11µM*!
2	Cc1ccc(Oc2cnn(-c3ccccc3)c(=O)c2Br)cc1	-3%	11%	2%	u
3	CC[C@H]1C2CC3[C@@H]4N(C)c5ccccc5[C@]45C[C@@H](C2[C@H]5O)N3[C@@H]1O (stereo not given in full)	1%	x	0%	7%
4	NCCc1ccc(S(=O)(=O)F)cc1	-4%	x	-2%	4%
5	CCCC1(CCC)C(=O)NC(=Nc2ccc(C)cc2)NC1=O	-3%	-4%	7%	1%
6	O=S(=O)(Cl)c1ccccc1	5%	x	3%	u
7	S=c1[nH]nc(-c2ccccc2)n1C1C=CCCC1 (stereo not given)	-3%	-11%	2%	u
8	CCn1cc(C(=O)N2CCCCC2)c2ccccc21	7%	4%	-3%	u
9	CCOCCCNC(=O)C1c2cc(OC)c(OC)cc2C(=O)N2CCCCC12 (stereo not given)	-3%	-4%	1%	-14%
10	Cn1c(=O)c2c(nc(N/N=C/c3c(O)n(-c4ccccc4)c(=S)[nH]c3=O)n2C)n(C)c1=O	-2%	u	6%	8.9µM*
11	CCNC(=O)NC(=O)C(C)OC(=O)c1c(C)nn(Cc2ccccc2)c1Cl (stereo not given)	-2%	-4%	-3%	3%
12	Cc1nn(CCC#N)c2c1P(=S)(N1CCCC1)OC(c1ccc(F)cc1)=N2 (stereo not given)	-4%	2%	0%	7.1µM*
13	COc1ccccc1OCC(=O)Nc1ccc(Cl)cc1C(=O)c1ccccc1	-17%	-5%	0%	7%
14	Cc1nn(-c2ccccc2)c(Cl)c1C1C(C#N)=C(N)Oc2c1c(=O)oc1ccccc21 (stereo not given)	-5%	11%	2%	-4%
15	CC(C)(C)NCC(O)c1ccccc1Cl (stereo not given)	-8%&4%	x	5%&1%	-5%&4%

no.	SMN2 splice enh	aGal spleen mod	GAA inh	JMJD2E inh
1	-2%&-3%	-4%&3%	-8%[15.4 µM]	2%
2	-8%	-1%	9%	4%
3	x	3%	x	4%
4	10%	-4%	x	12%
5	5%	4%	-4%	4%
6	3%	-16%	x	x
7	-13%	0%	0%	-9%
8	u	6%	-6%	1%
9	5%	5%	-1%	u
10	-5%	-3%	5%	25µM*
11	-13%	2%	-12%	9%
12	-5%	-9%	6%	-13%
13	-33%[inhibitor]	8%	u	-10%
14	-5%	5%	-3%	u
15	-8%&8%	-1%&11%	x	1%&-6%

New compounds follow.
no.	SMILES	GAA spleen mod	GAA glycogen	RGS12 GoLoco inh	ALDH1A1 block
16	CCN(CC)C(=O)N[C@@H]1C=C2c3cccc4[nH]cc(c34)C[C@H]2N(C)C1	19%	x	-26%	u
17	O=C(N/N=C/c1c(O)n(-c2ccccc2)c(=S)[nH]c1=O)c1ccccc1	-4%	-4%	63%[activator]	x
18	[O-][Cl+]O	10%	x	3%	3%
19	CCOC(=O)C(O)(c1ccc(NC(=O)c2ccco2)c(OC)c1)C(F)(F)F (stereo not given)	3%	-3%	35%[activator]	u
20	CN1C[C@H](C(=O)N[C@]2(C)O[C@@]3(O)C4CCCN4C(=O)[C@H](Cc4ccccc4)N3C2=O)C[C@@H]2c3cccc4[nH]cc(c34)C[C@H]21 (stereo not given in full)	1%&10%&-3%	x	4%&3%&8%	-12%&4%&-1%
21	C/C(=N\N1CCN(C)CC1)c1c(O)[nH]c(=O)[nH]c1=O	-9%	-2%	-3%	-4%
22	CC(C)(O)c1[se]c2ccccc2c1I	8%[119 µM]	x	4%[88.7 µM]	-9%
23	CC(C)CN(CC(C)C)c1ccc(C=C2C(=O)NC(=S)NC2=O)cc1[N+](=O)[O-]	-3%	-11%	139%[activator]	11µM*
24	O=C(O)c1[nH]c(=O)[nH]c(=O)c1F	2%	11%	6%	5%
25	CSc1ccccc1C(=O)C1CCCN(Cc2ccn[nH]2)C1 (stereo not given)	6%	-7%	-1%	5%
26	Cc1cc(O)c2c(c1)C(=O)c1cc(O)cc(O)c1C2=O	0%&-2%&-1%	x	53%&96%&85%[activator]	22µM*
27	CCOC(=O)c1c(N)n(CCCOC(=O)c2ccco2)c2nc3ccccc3nc12	18%	1%	14%	u
28	COc1ccc(N2C(=O)NC(=O)/C(=C/c3ccc(N4CCOCC4)cc3)C2=O)cc1	-10%	-3%	83%[activator]	10µM*
29	O=c1c2ccccc2nc(-c2ccc(Cl)cc2Cl)n1-c1nccs1	-4%	20%	-4%	8%
30	O=C(O)/C=C/CO	-5%&9%	x	2%&3%	-4%&1%

no.	SMN2 splice enh	aGal spleen mod	GAA inh	JMJD2E inh
16	-23%	8%	x	x
17	x	-30%	x	28µM*
18	3%	3%	x	x
19	u	0%	-3%	4%
20	u	-3%&20%&12%	x	-6%&3%
21	4%	0%	5%	1%
22	x	9%[119 µM]	x	x
23	-9%	-3%	-2%	u
24	x	-1%	-2%	-2%
25	x	-1%	-9%	-8%
26	14%&-6%	-7%&13%&-15%	x	3%&-15%
27	16%	u	u	u
28	9%	0%	-4%	u
29	-10%	-1%	-4%	3%
30	-1%&-1%	5%&-1%	x	x

Copied from above: entries 16–18
no.	SMILES	GAA spleen mod	GAA glycogen	RGS12 GoLoco inh	ALDH1A1 block
16	CCN(CC)C(=O)N[C@@H]1C=C2c3cccc4[nH]cc(c34)C[C@H]2N(C)C1	19%	x	-26%	u
17	O=C(N/N=C/c1c(O)n(-c2ccccc2)c(=S)[nH]c1=O)c1ccccc1	-4%	-4%	63%[activator]	x
18	[O-][Cl+]O	10%	x	3%	3%

no.	SMN2 splice enh	aGal spleen mod	GAA inh	JMJD2E inh
16	-23%	8%	x	x
17	x	-30%	x	28µM*
18	3%	3%	x	x

Screen by screen, from the results shown.
Compounds 3–13 in GAA glycogen read x, x, -4%, x, -11%, 4%, -4%, u, -4%, 2%, -5%
Compounds 3–13 in aGal spleen mod read 3%, -4%, 4%, -16%, 0%, 6%, 5%, -3%, 2%, -9%, 8%
Compounds 3–13 in JMJD2E inh read 4%, 12%, 4%, x, -9%, 1%, u, 25µM*, 9%, -13%, -10%

A second format for part of the listing above:
[17] O=C(N/N=C/c1c(O)n(-c2ccccc2)c(=S)[nH]c1=O)c1ccccc1
  GAA spleen mod: -4% | GAA glycogen: -4% | RGS12 GoLoco inh: 63%[activator] | ALDH1A1 block: x | SMN2 splice enh: x | aGal spleen mod: -30% | GAA inh: x | JMJD2E inh: 28µM*
[29] O=c1c2ccccc2nc(-c2ccc(Cl)cc2Cl)n1-c1nccs1
  GAA spleen mod: -4% | GAA glycogen: 20% | RGS12 GoLoco inh: -4% | ALDH1A1 block: 8% | SMN2 splice enh: -10% | aGal spleen mod: -1% | GAA inh: -4% | JMJD2E inh: 3%

Continuation:
no.	SMILES	GAA spleen mod	GAA glycogen	RGS12 GoLoco inh	ALDH1A1 block
31	O=C(CN1CCN(S(=O)(=O)c2ccc3ccccc3c2)CC1)NC(=O)NC1CCCCC1	-6%	-7%	8%	-10%
32	CCOC(=O)c1cccc(NC2c3ccccc3C(=O)N2Cc2ccco2)c1 (stereo not given)	-9%	-2%	6%	-6%
33	Cc1ccc(S(=O)(=O)NC(CC(=O)N2CCC3(CC2)OCCO3)c2ccco2)cc1 (stereo not given)	-3%	-1%	-15%	13µM*
34	CCCc1nnc(NC(=O)CCC(=O)N2CCN(CCOC(c3ccccc3)c3ccccc3)CC2)s1	-15%	4%	3%	u
35	Cn1c(O)c(C(=Nc2ccccc2)SCc2ccc(Cl)cc2)c(=O)n(C)c1=O	1%	5%	-6%	x
36	CNC(=O)OCCc1nccn1C	-8%	5%	0%	10%
37	CCCCCP(=O)(O)c1ccccc1	5%	-4%	5%	4%
38	COc1cc(C(c2c(O)c3ccccc3oc2=O)c2c(C)n(C)n(-c3ccccc3)c2=O)ccc1O (stereo not given)	6%	u	-5%	3%
39	CC(=O)c1c(O)n(-c2cccc(Cl)c2)c(=O)[nH]c1=O (tested in a mixture with another compound)	0%	1%	20%	x
40	CCN1C(=O)CC(c2cccnc2)=Nc2ccccc21	-1%	19%	10%	4%
41	C=C(C)C1CNC(C(=O)O)C1CC(=O)O (stereo not given)	-5%	x	0%	2%
42	CCCCC(CC)COCCCN=Cc1c(O)[nH]c(=S)[nH]c1=O (stereo not given)	-3%	-10%	63%[activator]	x
43	CCCN1CCC[C@@H](c2cccc(C#N)c2)C1	-3%	x	4%	-5%
44	CSCCC(NS(=O)(=O)c1ccc2c(c1)oc(=O)n2C)C(=O)NC1CCCc2ccccc21 (stereo not given)	1%	11%	12%	u
45	Cc1cc(/C=C2/C(=O)NC(=O)N(Cc3ccco3)C2=O)c(C)n1-c1ccccc1O	-6%	3%	27%	x
46	COc1cc2c(cc1OC)C13CCN4CC5=CCOC6CC(=O)N2C1C6C5CC43 (stereo not given) (tested in a mixture with another compound)	4%	12%	0%	5%

no.	SMN2 splice enh	aGal spleen mod	GAA inh	JMJD2E inh
31	-23%	3%	u	0%
32	-71%[inhibitor]	-2%	-3%	-10%
33	3%	5%	2%	5%
34	-15%	-7%	3%	7%
35	x	4%	x	-18%
36	-12%	1%	-1%	4%
37	-9%	3%	6%	-2%
38	-4%&-9%	1%	6%	-9%
39	x	-5%	x	-24%
40	-5%	4%	u	-28%
41	-4%	4%	x	-15%
42	x	-4%	x	20%
43	18%	13%	x	11%
44	8%	0%	-3%	8%
45	x	0%	x	32µM*
46	x	7%	5%	5%

Look-ups from the results shown.
SMN2 splice enh result of `[O-][Cl+]O` reads 3%
aGal spleen mod result of `CCCCCP(=O)(O)c1ccccc1` reads 3%
GAA inh result of `CCOCCCNC(=O)C1c2cc(OC)c(OC)cc2C(=O)N2CCCCC12` (stereo not given) reads -1%
ALDH1A1 block result of `CNC(=O)OCCc1nccn1C` reads 10%

Screening data from PubChem BioAssay.
